# Compound activity deposited in PubChem BioAssay by Broad Institute.
# ERp5 block – ERp5 (human) disulfide isomerase inhibition | Q15084 | ERp5 insulin aggregation, absorbance 650 nm, 90 min | inhibition, % at 9.99 µM | 0.05% of 350,000 active | AID 651711;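 active = mean replicate inhibition above about 25%, with every replicate also reaching it, limit read from the data, passing the limit was not always enough; inconclusive = only one of those two criteria met; inactive = neither criterion met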
# Target sequence (Q15084 whole entry, looked up): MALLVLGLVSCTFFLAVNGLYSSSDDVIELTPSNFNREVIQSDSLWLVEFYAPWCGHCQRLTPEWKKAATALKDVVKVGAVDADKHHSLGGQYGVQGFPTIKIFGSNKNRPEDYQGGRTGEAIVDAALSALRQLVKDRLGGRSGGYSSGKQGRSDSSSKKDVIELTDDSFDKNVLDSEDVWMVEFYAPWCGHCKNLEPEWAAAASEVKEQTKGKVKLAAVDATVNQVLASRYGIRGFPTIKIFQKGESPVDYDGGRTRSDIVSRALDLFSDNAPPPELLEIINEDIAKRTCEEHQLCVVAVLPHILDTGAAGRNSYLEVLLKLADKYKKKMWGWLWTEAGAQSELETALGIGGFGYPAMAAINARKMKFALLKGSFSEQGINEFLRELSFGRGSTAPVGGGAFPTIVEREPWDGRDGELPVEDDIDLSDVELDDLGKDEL
# Statin myotox sup – suppressors of simvastatin-induced myotoxicity in C2C12 myotubes; rescue of ATP level, % at 7.49 µM; 0.78% of 330,000 active; AID 602340; ATP luminescence, 48 h; scaled: DMSO 0, geranylgeraniol control 100;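 active = mean ATP rescue above about 67%, or every replicate alone reaching that limit, limit read from the data, passing the limit was not always enough; inconclusive = no clear call, values can overlap the other calls; inactive = mean under the limit and some replicate under it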;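 note: myotubes were challenged with 10 µM simvastatin during compound exposure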
# ARNT-TACC3 inh – ARNT/TACC3 interaction disruption; AID 623870; AlphaScreen His-ARNT PAS-B/GST-TACC3 binding, luminescence; TACC3 fragment carries E629A point mutation; 0.66% of 390,000 active; inhibition, % at 9.99 µM;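 active = mean inhibition of replicates at least 50% and at least half of replicates each reaching 50%; inconclusive = half or more replicates reach 50% but mean below 50%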;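 note: 0% = complete ARNT plus TACC3 wells and 100% = ARNT alone without TACC3; many hits fall short of the cut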
# SIRT5 block – sirtuin-5 (human) deacylase inhibition. Q9NXA8. Purified SirT5, succinyl-peptide AMC, trypsin-coupled fluorescence. inhibition, % at 15 µM. 1.1% of 330,000 active. AID 652115; in the data active = inhibition above about 15%; inconclusive = no clear call, values can overlap the other calls
# Target sequence (Q9NXA8 whole entry, looked up): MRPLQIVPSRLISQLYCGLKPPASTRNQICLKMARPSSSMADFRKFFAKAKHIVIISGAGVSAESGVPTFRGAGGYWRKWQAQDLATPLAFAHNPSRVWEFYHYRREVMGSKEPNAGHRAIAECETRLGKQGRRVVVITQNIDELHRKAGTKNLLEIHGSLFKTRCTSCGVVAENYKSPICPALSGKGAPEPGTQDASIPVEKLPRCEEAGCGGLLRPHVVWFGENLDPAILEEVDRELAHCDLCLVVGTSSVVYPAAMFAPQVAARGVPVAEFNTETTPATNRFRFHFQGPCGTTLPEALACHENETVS
# miR122 inh – blocks miR-122 activity in Huh7 sensor cells. Huh7 miR-122 Renilla luciferase sensor, 48 h; neutral wells = 0, positive control = 100. activation (reporter increase), % at 12.5 µM. 0.3% of 340,000 active. AID 602342;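 active = mean replicate activation score at least 90 and every replicate individually at or above 90; inconclusive = only one of the two criteria met; inactive = neither criterion met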;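 note: higher luciferase means less miR-122 activity so hits act as miR-122 inhibitors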
# Cneo AK release – causes C. neoformans cell lysis | adenylate kinase release luminescence, 4 h; normalised: neutral wells 0, clomiphene wells 100 | lysis activity, % at 15 µM | 0.2% of 360,000 active;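 active = mean lysis activity across replicates of at least 80%, whatever share of replicates individually reach that level; inactive = mean lysis activity below 80%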
#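 Material: C. neoformans cells | Amount: Yeast cell density of 5 × 10^6 cells/mL | Medium: Fresh YPD growth medium | Dosing: Single dose | Times: Static 4 h at 37 °C with compound, 1 h detection | Detection: AK luminescence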
# esBAF inh – SWI/SNF esBAF complex inhibition; mouse ES cells, Bmi1-luciferase knock-in reporter, 24 h; 100% = twice the neutral-well signal; 2% of 350,000 active; reporter increase, % at 12.5 µM; in the data active = activation above about 40%; inconclusive = no clear call, values can overlap the other calls;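 note: 0% = median of the plate's neutral control wells and 100% = double that signal; a rise in the Bmi1 reporter signal indicates esBAF inhibition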
# An asterisk follows results filed as active; ? = inconclusive; . = no result given; & = joins results of further samples; [ ] = dose if it differs, or a comment.
SMILES,ERp5 block,Statin myotox sup,ARNT-TACC3 inh,SIRT5 block,miR122 inh,Cneo AK release,esBAF inh
CC(=O)C(CC(=O)N1CCCC1)C(=O)Nc1ccc(Cl)cc1 (stereo not drawn),4.5,0.1,-2.2,-1.4,2.9,-2.6,6.5
C=CCNC(=O)CC1Nc2c3ccccc3nc(=S)n2C1=O (stereo not drawn),-0.8,18.7,-3.7,-7.9,1.6,4.8,-4.5
Cc1ccc(S(=O)(=O)NC(=O)N(C)C2CCCCC2)cc1,1.5,.,.,-3.0,-3.5,4.3,.
CCOc1ccc(NC(=O)Nc2ccc3c(c2)N(C)C(=O)CS3)cc1,-1.6,-15.8,-0.6,.,6.7,3.8,8.6
CCOc1ccc(NC(=O)CSc2ncc(-c3ccc(F)cc3)n2Cc2ccco2)cc1,10.2,.,-0.7,-1.7,.,.,.
CCOC(=O)C1ON2CCCCC2C1(O)C(F)(F)F (stereo not drawn),3.0,.,-6.9,-0.9,2.8,.,.
CO[C@@H]1CN(C)C(=O)c2cc(NC(=O)C3CCC3)ccc2OC[C@H](C)N(Cc2ccccn2)C[C@@H]1C,-2.5,-7.9,0.1,2.5,.,-0.7,-1.6
Cc1ccc(C2=NS(=O)(=O)N(C)C(C(=O)NCc3ccccc3)=C2)cc1,-5.4,-2.0,3.6,-2.5,1.6,0.2,5.4
O=C1OC[C@H]2CCCN2C(=O)[C@@H](CC(=O)N(CCO)Cc2ccccc2)C/C=C\C[C@@H]1Cc1ccc(F)cc1,-3.1,-4.9,30.9,.,-6.6,0.1,8.3
NC(=O)c1ccc(Nc2nc(C(N)c3ccccc3Cl)cs2)cc1 (stereo not drawn),1.2,-13.2,.,-6.0,1.7,-1.0,6.1
CCc1ccc(-c2cc(C)no2)cc1S(=O)(=O)N1CCN(c2ccc(C(C)=O)cc2)CC1,4.8,6.1,-2.8,11.9,3.9,-0.4,-6.7
COc1ccc([N+](=O)[O-])cc1Nc1c2ccccc2nc2ccccc12,2.0,-63.6,-2.9,1.2,54.8,-1.2,-3.6
CC(=N[C@@H]1CCCC[C@H]1N=C(C)c1ccccc1O)c1ccccc1O,1.4,.,3.5,-3.6,.,.,.
O=C(NCCn1ccc2ccccc21)c1cccc([N+](=O)[O-])c1,4.0,.,-4.1,3.1,.,.,.
Cc1cc(C)n2nc(-c3ccccc3)c(-c3ccccc3)c2n1,1.8,-8.8,-3.4,-9.2,-0.2,-1.1,-9.3
O=C(CCS(=O)(=O)Cc1ccccc1F)NCCCN1CCCCC1,.,.,0.2,.,-0.7,-1.7,-10.7
Cc1cc(N2C(=O)C=CC2=O)c([N+](=O)[O-])cc1C,.,-5.7,.,.,4.8,-3.0,-4.9
O=C(CN1C(=O)NC2(CCc3ccccc32)C1=O)Nc1ccc(Cl)cc1F (stereo not drawn),-1.3,14.7,.,-2.3,-9.4,-0.2,1.8
O=C(CC1CC1)Nc1ccc2c(c1)[C@H]1C[C@H](CC(=O)N3CCc4ccccc4C3)O[C@@H](CO)[C@H]1O2,5.2&-11.2,-1.8&-5.3,-6.0,-2.7,-6.9,-0.4&30.4,-1.5&1.6
Fc1ccc(CSc2ccc3nnc(-c4cccnc4)n3n2)cc1,-4.0,.,-11.8,2.1,.,.,.
Cc1cnc(NC(=O)CSc2nnc(C)s2)s1,.,4.4,-7.4,.,-8.8,0.3,-2.7
Cc1cc(NC(=O)c2cc3ccccc3o2)ccc1NC(=O)c1ccccc1,1.4,-7.1,16.2,-5.6,-8.0,6.8,23.8
COc1ccc(S(=O)(=O)N(C)c2ccc(C(=O)Nc3cccnc3)cc2)cc1,3.5,-8.5,1.1,-2.2,2.0,2.3,-2.7
O=C1c2ccccc2C(=O)N1c1ccccc1S(=O)C(F)(F)F (stereo not drawn),.,.,6.3,.,5.8,1.0,-19.0
CN1C(=O)c2cc(NC(=O)c3ccc(F)cc3)ccc2OC[C@@H]2O[C@H](CC(=O)NCC3CCCCC3)CC[C@@H]21,4.4,8.5,-9.8,5.7,28.7[16.7 µM],-5.0,31.1

# Additional structures.
SMILES,ERp5 block,Statin myotox sup,ARNT-TACC3 inh,SIRT5 block,miR122 inh,Cneo AK release,esBAF inh
COc1ccc(CCNc2ccc(C(CC(N)=O)NC(=O)c3ccccc3)cc2[N+](=O)[O-])cc1 (stereo not drawn),.,5.2,1.9,.,-2.6,1.4,8.0
COC(=O)C[C@H]1CC[C@@H]2[C@H](COC[C@@H](O)CN2C(=O)Nc2ccccc2OC)O1,4.1,-3.1,6.3,-0.7,3.8[16.7 µM],-1.0,-2.1
O=C(CCC(=O)OCCCC(F)(F)C(F)(F)F)Nc1ccc(Cl)cc1Cl,.,7.1,-1.9,.,6.8,0.1,-7.2
CCOC(=O)CC1(NC(=O)C2CCC(=O)N(Cc3ccccc3OC)C2)CCCCC1 (stereo not drawn),-2.9,11.4,-1.1,-1.8,-2.3,0.7,-0.1
CCN(CC)S(=O)(=O)c1ccc2c(c1)nc(CCC(=O)OCC(=O)N1CCc3ccccc31)n2C,.,5.2,-4.4,.,1.8,2.9,-3.5
COc1cccc(OC)c1NC(=O)CN1CCN(C)CC1,3.7,-2.2,-6.5,-1.8,.,1.6,7.7
CCN(CC)c1ccc2cc(C(=O)NCc3ccc(F)cc3)c(=N)oc2c1,1.8,-1.5,-36.4,-0.6,-4.1,0.0,10.8
COc1ccc(N2CCN(C(=O)c3ccc(Cl)c(S(=O)(=O)N4CCOCC4)c3)CC2)cc1,1.5,3.2,5.4,-1.2,-5.6,-1.1,1.5
CCCNC(=O)C[C@@H]1CC[C@@H]2[C@@H](COc3ccc(NC(=O)Nc4ccccc4F)cc3C(=O)N2C)O1,-0.8,-14.0,-10.6,-12.2,-50.0[16.7 µM],-2.6,-2.1
Cc1ccc(S(=O)(=O)NCCNS(=O)(=O)c2ccc(C)cc2)cc1,2.3,-20.1,-3.0,0.5,56.0,0.7,-3.3
CC(=O)N1CCN(c2ccc(NCc3cccc4ccccc34)cc2)CC1,3.1,3.4,6.1,-1.0,-4.5,5.9,9.1
CC(C)S(=O)(=O)N1CCCC(c2cc(C(=O)NCc3ccccc3)no2)C1 (stereo not drawn),0.5,-3.8,.,-0.7,-0.7,1.4,3.9
O=C(CNC(=O)c1ccccc1Cl)OC1CCOC1=O (stereo not drawn),3.2,6.3,-7.9,.,-4.3,2.9,-5.5
COc1ccc(/C=N/Nc2nccnc2Cl)cc1,.,-117.1,5.6,.,.,-0.4,-50.1
COc1ccc(/C(C)=N/NC(=O)c2ccc(N(C)C)cc2)cc1,.,-9.1,3.1,.,19.7,-0.3,27.7
O=C(O)/C=C/C(=O)N1CCN(S(=O)(=O)c2cccc(C(F)(F)F)c2)CC1,0.2,.,-7.7,-3.3,.,.,.
CSCCC(N=C1NS(=O)(=O)c2ccccc21)C(=O)N1CCCC(C(N)=O)C1 (stereo not drawn),2.8,19.7,-1.5,-31.3,.,-2.3,4.9
Cc1cccc(N2CCN(Cc3nc(CC4CC4)no3)CC2)n1,-7.4,5.8,-2.4,-2.8,-3.6,0.6,-12.3
COc1ccc(/C(O)=C2/C(=O)C(=O)N(CCN3CCOCC3)C2c2ccccn2)cc1OC (stereo not drawn),.,-9.7,9.6,.,-3.4,0.1,35.1
CCC(CC)C(=O)OCC(=O)Nc1cccc([N+](=O)[O-])c1,4.3,6.4,7.1,-3.0,-14.8,0.1,5.6
COc1ccc(-c2cc(=O)c3cc(O)ccc3o2)cc1,-1.8,14.4,12.3,.,-4.5,-4.5,6.6
COc1ccc(C(CNC(=O)c2cccc(S(=O)(=O)Nc3ccccc3OC)c2)N2CCCCC2)cc1 (stereo not drawn),6.6,-54.6,3.8,14.9,1.5,1.0,-1.4
c1ccc(-c2noc(-c3ccc4ccccc4c3)n2)nc1,.,-197.6,-3.5,.,2.2,-4.6,-5.8
O=C(NNc1ccccc1[N+](=O)[O-])Nc1ccc(Cl)c(Cl)c1,3.0,.,-3.2,16.0*,.,.,.
C[C@@H]1CN([C@@H](C)CO)C(=O)c2cccc(NC(=O)Nc3ccc4c(c3)OCO4)c2O[C@H]1CN(C)C(=O)Nc1ccc(F)cc1,.,9.8,0.2,.,-0.1[16.7 µM],-4.3,-4.4

# Reprinted from above for reference:
SMILES,ERp5 block,Statin myotox sup,ARNT-TACC3 inh,SIRT5 block,miR122 inh,Cneo AK release,esBAF inh
c1ccc(-c2noc(-c3ccc4ccccc4c3)n2)nc1,.,-197.6,-3.5,.,2.2,-4.6,-5.8
O=C(NNc1ccccc1[N+](=O)[O-])Nc1ccc(Cl)c(Cl)c1,3.0,.,-3.2,16.0*,.,.,.
C[C@@H]1CN([C@@H](C)CO)C(=O)c2cccc(NC(=O)Nc3ccc4c(c3)OCO4)c2O[C@H]1CN(C)C(=O)Nc1ccc(F)cc1,.,9.8,0.2,.,-0.1[16.7 µM],-4.3,-4.4

# Arranged by the number under ERp5 block (ascending): five from the list above.
SMILES,ERp5 block
O=C(CN1C(=O)NC2(CCc3ccccc32)C1=O)Nc1ccc(Cl)cc1F (stereo not drawn),-1.3
CC(C)S(=O)(=O)N1CCCC(c2cc(C(=O)NCc3ccccc3)no2)C1 (stereo not drawn),0.5
CC(=O)N1CCN(c2ccc(NCc3cccc4ccccc34)cc2)CC1,3.1
O=C(NCCn1ccc2ccccc21)c1cccc([N+](=O)[O-])c1,4.0
COc1ccc(C(CNC(=O)c2cccc(S(=O)(=O)Nc3ccccc3OC)c2)N2CCCCC2)cc1 (stereo not drawn),6.6

# (more compounds)
SMILES,ERp5 block,Statin myotox sup,ARNT-TACC3 inh,SIRT5 block,miR122 inh,Cneo AK release,esBAF inh
O=c1[nH]c(=O)n(C2CC(O)C(CO)O2)cc1Br (stereo not drawn),-18.7,.,-4.3,-2.1,35.0,.,.
Cc1c(NC(=O)CSCc2ccco2)c(=O)n(-c2ccccc2)n1C,0.2,5.6,-1.6,1.5,.,4.6,2.7
CCOc1ccc(C(=O)N(CC)CC(=O)Nc2ccc3c(c2)OCCO3)cc1OCC,7.6,9.9,5.8,-1.9,10.4,4.6,-6.0
Cc1cccc(N(C(=O)CCC(=O)Nc2cc(C)on2)C(C(=O)NC2CCCC2)c2ccccc2)c1 (stereo not drawn),3.5,-62.8,-3.9,-4.0,-6.4,1.3,4.3
O=C(C[C@@H]1CC[C@@H]2[C@H](COC[C@@H](O)CN2S(=O)(=O)c2ccccc2)O1)Nc1ccc(-c2ccccc2)cc1,-1.2,0.8,12.3,-3.2,-10.1[16.7 µM],-0.4,-2.8
COc1ccc(NC(=O)COC(=O)C2CCCN2C(=O)OC(C)(C)C)cc1Cl (stereo not drawn),-3.1,-20.3,.,-4.7,-2.0,-0.5,-4.2
C[C@H]1CN([C@@H](C)CO)C(=O)c2cc(-c3ccncc3)cnc2O[C@@H]1CN(C)C(=O)Cc1cccnc1,.,29.3,6.1,.,-5.2[16.7 µM],0.5,-1.1
O=C(COc1cccc(Cl)c1)NCc1ccccc1,5.9,-1.6,-12.8,-1.6,1.6,0.3,-1.9
C[C@@H]1CN([C@H](C)CO)C(=O)c2cc(-c3ccccc3)cnc2O[C@@H]1CN(C)C(=O)Cc1ccccc1,.,11.3,.,-5.0,-5.6[16.7 µM],2.9,-6.2
CCCCOC(=O)Nc1sc2nc(C)cc(C)c2c1-n1cccc1,.,66.9*,-2.7,.,1.5,0.8,6.0
CSCC[C@H](NC(=O)[C@H](Cc1ccccc1)n1c(=O)[nH]c2ccccc2c1=O)C(=O)N1CCC[C@H]1C(=O)O,3.4,-16.7,-14.4,1.1,-0.2,0.3,-12.3
Cc1cc(C(=O)NC2CCCc3ccccc32)no1 (stereo not drawn),.,2.4,-3.0,.,-1.2,-3.4,-4.9
Cc1ccc(N2CC(NS(=O)(=O)c3cccnc3)CC2=O)cc1 (stereo not drawn),3.8,9.9,18.4,-3.2,0.8,-2.9,-9.5
Nc1nc(Nc2cccc(F)c2)nc2ccccc12,.,-76.7,8.2,.,-10.3,-3.5,?
CC(C)Cc1nnc(NC(=O)c2cc3c(s2)CCC3)s1,6.0,.,-2.0,-3.5,3.0,-2.7,.

# Outcome played no part in choosing rows; overall some 4% were active at least once.
